Bioassay records from PubChem BioAssay.
mcGAS MS inh: blocks mouse cGAS cGAMP production | 0.18% of 130,000 active | inhibition, % at 12.5 µM | Q8C6L5 | recombinant mouse cGAS, cGAMP by RapidFire MS;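 active = inhibition of cGAS enzyme activity at or above 60%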;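 also: enzyme stimulated by 45 bp dsDNA with ATP and GTP substrates; cGAMP share of summed cGAMP plus half ATP and half GTP signals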
Target sequence (Q8C6L5 whole entry, looked up): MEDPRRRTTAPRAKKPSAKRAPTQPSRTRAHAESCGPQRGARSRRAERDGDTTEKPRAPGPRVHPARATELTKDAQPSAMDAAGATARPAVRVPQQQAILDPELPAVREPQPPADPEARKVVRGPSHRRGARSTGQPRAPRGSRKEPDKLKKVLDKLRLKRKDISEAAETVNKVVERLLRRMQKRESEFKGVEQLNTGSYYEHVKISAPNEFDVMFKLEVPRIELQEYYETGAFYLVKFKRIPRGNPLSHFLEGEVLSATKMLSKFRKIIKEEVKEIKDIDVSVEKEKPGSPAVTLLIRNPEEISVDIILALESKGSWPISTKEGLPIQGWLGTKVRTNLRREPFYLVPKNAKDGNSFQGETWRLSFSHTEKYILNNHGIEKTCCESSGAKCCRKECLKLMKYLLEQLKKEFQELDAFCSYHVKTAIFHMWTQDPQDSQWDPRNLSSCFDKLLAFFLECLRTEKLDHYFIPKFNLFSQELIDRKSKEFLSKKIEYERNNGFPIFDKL
An asterisk follows results filed as active; & = joins results of further samples.

Structure	mcGAS MS inh
COc1ccc(CN2CCNCC(CC(=O)O)C2)c(OC)c1OC (centres undefined)	-6
CC1(C(=O)Nc2cccc3c2CCCC3)CCN1C(=O)c1ccco1 (centres undefined)	-14
CC(Sc1nnnn1-c1cccc(F)c1)C(=O)NC1CCCC(C)C1C (centres undefined)	4
CCOc1ccccc1CN1CCN(Cc2cn(C)nc2-c2ccccc2)CC1CCO (centres undefined)	-16
CCOC(=O)C1(C)CCCN1C(=O)c1ccc(OC)cc1 (centres undefined)	2
CCC(c1n[nH]c(=S)o1)N(C)C (centres undefined)	4
Cc1cc(=O)[nH]c2cc3c(cc12)C(C)(C)C(C)N3C (centres undefined)	-31&22
Cc1cc(C)cc(N2CC(C)Cn3c2nc2c3c(=O)n(CCN3CCOCC3)c(=O)n2C)c1 (centres undefined)	-5
COc1ccc(Br)cc1CC(=O)NS(=O)(=O)c1ccc(C(C)=O)cc1	-4
CSCC1CCN(C(=O)c2cc(C)ccc2-n2ccnc2)C1 (centres undefined)	-6
NC(=O)c1cccc2c1CCCN2C(=O)Cc1ccc(N2CCCC2=O)cc1	-5
Cc1ccc(C)c(S(=O)(=O)N2CCN(Cc3nc4ccc(Cl)cc4c(=O)[nH]3)CC2)c1	-3
O=[N+]([O-])c1ccc(-c2nc(N=Nc3ccc(O)cc3)n[nH]2)cc1	12
NCc1cn(CC2CCN(C(=O)NCc3ccccc3F)CC2)nn1	5
Cn1cc(S(=O)(=O)Oc2ccc(C#N)cc2Cl)c(=O)n(C)c1=O	-2
CCOc1ccc(C(=O)N2CCCC(CN(C)C(=O)OC(C)(C)C)C2)cn1 (centres undefined)	-13
COc1cc(C2CNCC2C(=O)NCc2ccc(F)cc2)cc(OC)c1OC (centres undefined)	-7
O=C(Nc1nnc2ccccn12)c1ccc(Br)cc1Cl	-68
Clc1nsnc1Oc1ccc(Br)cc1	3
CC(OC(=O)c1cc(=O)c2cc(Cl)ccc2o1)C(=O)N1c2ccccc2CC1C (centres undefined)	10
COC(=O)C(C)(C)C1c2c(ccc3ccccc23)OC(=O)C1C(=O)NCc1ccccc1 (centres undefined)	0
O=C(NCc1nnc2n1CCC2)N1CCC1c1ccc(Cl)cc1 (centres undefined)	-4
Cc1cccc(C)c1OCCNC(=O)c1ccc(S(=O)(=O)N(C)C)o1	-26
CC1C(=O)N2CCCc3cc(S(=O)(=O)N(C)Cc4ccccc4)cc1c32 (centres undefined)	-9
CC(Sc1nnc(-c2cccs2)o1)C(=O)NC1CCCCC1 (centres undefined)	-8

As entered above:
For mcGAS MS inh, CCOC(=O)C1(C)CCCN1C(=O)c1ccc(OC)cc1 (centres undefined) reads 2
For mcGAS MS inh, O=C(NCc1nnc2n1CCC2)N1CCC1c1ccc(Cl)cc1 (centres undefined) reads -4
For mcGAS MS inh, CC(Sc1nnc(-c2cccs2)o1)C(=O)NC1CCCCC1 (centres undefined) reads -8
For mcGAS MS inh, CC1(C(=O)Nc2cccc3c2CCCC3)CCN1C(=O)c1ccco1 (centres undefined) reads -14
For mcGAS MS inh, CCC(c1n[nH]c(=S)o1)N(C)C (centres undefined) reads 4

(further entries)
Structure	mcGAS MS inh
CS(=O)(=O)c1cccc(NC(=O)C2=Cc3cc(Cl)ccc3OC2)c1	-5
Cn1cc(C(=O)O)cn1	-2
Cc1cc(C=C2C(=O)NC(=S)NC2=O)c(C)n1CC(F)(F)F	74*
O=C(CC1CCC(=O)N1)NCc1cccnc1Oc1ccccc1 (centres undefined)	-8
CCOc1ccc2c(c1)CC(C(=O)Nc1nc3ncccn3n1)CO2 (centres undefined)	-5
CC(NC(=O)c1ccc(NS(=O)(=O)c2cccs2)cc1)C1CC2CCC1C2 (centres undefined)	3
CC(C)CCNCc1c(-c2ccccc2)noc1N(C)C(C)C	-2
CCCC(=O)N1CCC1(C)C(=O)NS(=O)(=O)c1ccc(C)cn1 (centres undefined)	-10
O=C(NN=Cc1ccc([N+](=O)[O-])s1)C1CCCCC1	-1
N#Cc1cc(N)c(Nc2ccccc2N)cc1C#N	-1
CC(C)N(CC1CCC(=O)N1)C(=O)c1cn(Cc2ccccc2Cl)nn1 (centres undefined)	-8
CCOc1ccc(OCCCOc2cccc(C)c2C)cc1	-8
COc1c2ccoc2c(OC)c2oc(=O)ccc12	4
CC(=O)Nc1ccc(NC(=O)C2=CN3CCN(Cc4cscn4)C(=O)N=C3O2)cc1	-9
Cc1nn(C)c(C)c1NC(=S)NCc1cccs1	-41
CCc1ccc(CC)c(S(N)(=O)=O)c1	-13
CC[C@@]1(C(=O)OC)N[C@H](c2nccn2CCOC)[C@@H]2C(=O)N(C)C(=O)[C@@H]21	-14
Cc1cc(NC(=O)CCNC(=O)Cc2ccccc2)cnc1Cl	-9
CC(Cn1cnc2sc3c(c2c1=O)CCNC3)Oc1cccnc1 (centres undefined)	-7
CCc1ccccc1N=C1NN=C(c2ccc3c(c2)C(C)C(=O)N3)CS1 (centres undefined)	-2
CCOC(=O)c1sc(NC(=O)C(C)C)nc1C	-2
O=c1[nH]c(O)c(N=Nc2cccnc2)c(=O)[nH]1	2
O=C(O)CCC(=O)N1CCN(C(=O)c2ccco2)CC1	-4
Cc1ccc(N2CCC(N(C)Cc3snnc3C)CC2)cc1	2
CCOCCCNc1nc2c(c(=O)[nH]c(=O)n2C)n1CCC(C)C	-5
COCCn1c(SCC(C)C)nc2c1c(=O)[nH]c(=O)n2C	-1
CCC(O)CN1CCN(C(=O)Cn2nnc3ccccc32)CC1 (centres undefined)	-6
Nc1nnc(SCc2ccc(F)cc2F)s1	-4
Cc1cc(OCCC(=O)Nc2cccc(F)c2)nnc1C	-2
COc1ccc(CN2CCN(c3nc(C)cnc3C)CC2)c(OC)c1OC	-14
COc1cc(C(=O)N2CCN(Cc3ccc4c(c3)CCO4)CC2)c([N+](=O)[O-])cc1OC	7
CCCC1(CCC)C(=O)NC(=NCCc2ccc(OC)c(OC)c2)NC1=O	-5
CC(C)c1noc(CNc2ccccc2C(=O)N2CCCC2CO)n1 (centres undefined)	1
CCc1nn2c(ncc3c(=O)n(-c4ncn[nH]4)ccc32)c1-c1ccccc1	1
Cc1ccccc1Cn1c(=O)c2c(nc3n(CC4CCCO4)c(C)cn23)n(C)c1=O (centres undefined)	-7
CCOC(=O)c1ccc(NC(=O)N(C)CCCc2ccccc2)cc1	-4
C=CCn1c(=O)c2c(nc3n(-c4ccccc4F)c(C)c(C)n23)n(C)c1=O	-2
Cc1nc(N2CCCCCCC2)ncc1C(C)NC(=O)CN1CCCCC1=O (centres undefined)	8
CS(=O)(=O)NCC1CCCCN1C(=O)NC1CCN(Cc2ccccc2)C1 (centres undefined)	-3
Cc1[nH]n(-c2ccccc2)c(=O)c1C1(C(F)(F)F)NC(=O)N(C)C1=O (centres undefined)	4
O=C(c1csnn1)N1CC[C@@H](c2ccc3c(c2)OCO3)[C@H](O)C1	-13
CCc1nc(SCc2ccc([N+](=O)[O-])cc2)c2c(=O)n(C)c(=O)n(C)c2n1	5
C=CCn1c(Cc2csc(NC(=O)C3CCCN3Cc3ccccc3)n2)n[nH]c1=S (centres undefined)	-8
CN(Cc1ccsc1)C(=O)c1ccc(-n2ccnc2)cc1	-17
FC(F)Cn1ccc(NCc2cc(Br)cs2)n1	-13
COC(CNc1nccnc1C#N)c1cccc(Cl)c1 (centres undefined)	-2
Cc1ccc(NS(=O)(=O)c2cnc3c(c2)c(=O)n(C)c(=O)n3C)c(Br)c1	9
CCOC(=O)C1=C(C)NC(C)=C(C(=O)OCC)C1c1ccccc1/C=C/C(=O)OC(C)(C)C	-20
O=C(NCC1SCCc2ccccc21)c1ccncc1F (centres undefined)	-6
O=C(c1ccc(=O)[nH]c1)N1C[C@@H]2C3CCC(CC3)[C@@H]2C1	-20

(listing goes on)
Structure	mcGAS MS inh
O=C(C=Cc1ccc2c(c1)OCO2)ON=Cc1ccc(Br)cc1	-6
CC1=C(C(=O)N2CCC(N3CCCCC3)CC2)C2(CCCCC2)OC1=O	-4
CC(=O)Nc1ccc(CN2CCC2(C)C(=O)NCc2cccs2)cc1 (centres undefined)	-12
O=C(Cn1c(CO)cnc1SCc1ccc(C(F)(F)F)cc1)NCc1ccccc1	-11
COc1ccc(C(=O)Nc2c3c(nn2C(C)(C)C)CS(=O)C3)cc1OC (centres undefined)	-5
CC(O)CNc1ncnc2[nH]ncc12 (centres undefined)	-2
Cc1ccc(-n2ncc3c(C4CC4)nn(C)c(=O)c32)cc1C	-6
CC(CCc1ccccc1)Sc1nnc(N)s1 (centres undefined)	-17
O=C(Nc1ccc2c(c1)CN(C(=O)Nc1cccs1)CC2)C1CCCO1 (centres undefined)	-5
C(#Cc1cccs1)c1cnc2ccccc2c1	-6
O=C(NCCc1cccc(F)c1F)Nc1cn[nH]c1	-2
COC[C@H](N)C(=O)N1CCC(Cc2nnc(SC)n2C)CC1	-14
Cc1nc2ccsc2c(=O)n1-c1ccc(Cl)cc1	0
N#Cc1ccc(Cl)cc1NC(=O)C(=O)NCC(c1cccc2ccccc12)N1CCOCC1 (centres undefined)	-13
CCOc1ccc(N2CCN(C(=O)c3cccc(OC)c3)C(C)C2=O)cc1 (centres undefined)	-4
CCOc1ccc(C2c3cccn3CCN2C(=S)NC)cc1 (centres undefined)	-4
Cc1sc2nc(C(C)N3CCN(Cc4ccco4)CC3)[nH]c(=O)c2c1C (centres undefined)	-3
CCCCOc1ccc(S(=O)(=O)NCCCN2CCOCC2)c2ccccc12	-6
CCCN(C)C(=O)NCc1cc(OC)nc2ccccc12	-7
O=C(Cc1cccs1)Nn1cnc2c(cnn2-c2ccccc2)c1=O	-5
CC1(C)C2CCC1(C)C(NC(=O)N1CCCC(CNS(C)(=O)=O)C1)C2 (centres undefined)	-1
C=CCN(CC(=O)Nc1ccc(NC(C)=O)cc1)Cc1ccc(Cl)s1	-2
Fc1ccc(NC(=S)NN=C2CCc3ccccc32)c(F)c1	-16
Cc1sc2nc(C(C)OC(=O)C=Cc3ccco3)[nH]c(=O)c2c1C (centres undefined)	-5
Cc1ccc(Sc2c(C)nn(C(=O)CNS(=O)(=O)c3ccc(F)cc3)c2C)cc1	-3
Cc1cc(C)n2nc(C)c(C#N)c2n1	-6
CCCCOc1ccc(C(=O)Nn2cnc3c(cnn3C(C)(C)C)c2=O)cc1	-4
CCOc1ccc(-n2c(CCc3c(C)n[nH]c3C)n[nH]c2=O)cc1	-9
O=c1cc(CSc2nnnn2C2CCCC2)nc2ccc(Br)cn12	0
Cc1ccsc1C(=O)N1CCCC(N2CCN(Cc3ccc4c(c3)OCO4)CC2)C1 (centres undefined)	-6
CC(O)c1ccc(-c2cccc(CN3CCOCC3)c2)cc1 (centres undefined)	-30
CCCc1cc(C(=O)Nn2cnc3sccc3c2=O)sc1C	-9
CC1=C(/C=C/C(C)=C/C=C/C(C)=C\C(=O)O)C(C)(C)CCC1	-1&1
Cc1ccsc1C(=O)N1CCS(=O)C(C)(C)C1 (centres undefined)	-5
CC(C)S(=O)(=O)Cc1cccc(NC(=O)c2ccc[nH]2)c1	1
CCCSc1ncc(C2CC(=O)Nc3c2cnn3Cc2cccnc2)cn1 (centres undefined)	-40
CCOc1cc(S(=O)(=O)Nc2ccc(F)cc2)c(OCC)cc1C	9
Cc1noc(C)c1CNCc1c(C)nn(CCO)c1C	-10
CC(=O)C1=C(c2ccc(Cl)cc2)N(C(C)=O)n2c(nnc2C2CCCCC2)S1	3
O=C1CCC([N+](=O)[O-])C(c2ccc(Cl)cc2Cl)N1 (centres undefined)	-21
Cc1ccc(S(=O)(=O)n2ccc(C(=O)Nc3ccncc3)c2)cc1	-21
COc1ccc(C(C2Sc3nc(C)nn3C2=O)N2CCCC(C)C2)cc1OC (centres undefined)	-9
CC(C)CC(NC(=O)c1cnnn1-c1ccccc1)c1ncnn1C (centres undefined)	-19
CCNc1nc(NCC)n2c(SCC(=O)NCC3CCCCC3)nnc2n1	-6
Cc1ccc2[nH]c3c(cc(Nc4ccccc4)c4c(=O)c5ccccc5c(=O)c43)oc2c1	-8
CCN(Cc1noc(C)n1)C(=O)c1cn[nH]c1-c1cccc(OC)c1	-4
O=C(O)c1coc(CN(Cc2ccco2)Cc2cccs2)n1	-9
O=C(NCCC(F)(F)F)c1csc(N2CCNC2=O)n1	-9
O=S(=O)(c1ccc(Cl)cc1)N1CCN(C2CCCC2)CC1	-18
C=CCO/N=C(/C)c1c(O)c(C)c(-c2ccccc2)n(-c2ccccc2)c1=O	-3

Ordered by heavy-atom count (low to high): 3 of the compounds above
Structure	mcGAS MS inh
O=C(C=Cc1ccc2c(c1)OCO2)ON=Cc1ccc(Br)cc1	-6
COc1ccc(C(=O)Nc2c3c(nn2C(C)(C)C)CS(=O)C3)cc1OC (centres undefined)	-5
CCOc1ccc(N2CCN(C(=O)c3cccc(OC)c3)C(C)C2=O)cc1 (centres undefined)	-4

Two of these compounds, set out differently.
Cc1ccc(NS(=O)(=O)c2cnc3c(c2)c(=O)n(C)c(=O)n3C)c(Br)c1
  mcGAS MS inh = 9
CCOC(=O)C1=C(C)NC(C)=C(C(=O)OCC)C1c1ccccc1/C=C/C(=O)OC(C)(C)C
  mcGAS MS inh = -20

Next part:
Structure	mcGAS MS inh
CC1CNC(=O)CCN1C(=O)c1cc(-n2cccn2)ccc1Cl (centres undefined)	-6
O=C(Nc1ccc(F)c(F)c1F)c1ccc(=O)n(Cc2cccc(F)c2)c1	-5
Cc1cc(NS(=O)(=O)c2ccc(F)c(F)c2)ccc1N1CCCC1=O	-15
NC(=O)CN(C(=O)/C=C/c1ccc(Cl)cc1)C1CCCC1	-15
O=C1CN(C2CCCCC2)C2CS(=O)(=O)CC2N1c1ccc(Cl)cc1 (centres undefined)	-2
CN(C)C(=O)c1ccc(CN2C(=O)COCc3cc(-c4csc5ccccc45)ccc32)cc1	-7
COc1ccc(C2c3c(n[nH]c3-c3ccc(Br)cc3)OC(=N)C2C#N)cc1O (centres undefined)	-10
O=C(NNC1=NC2(CCCC2)Cc2ccccc21)c1ccccc1	-3

Some of the compounds tested; count on the stated rates, not on these rows.
